MEX-5 binding = C. elegans MEX-5 TCR-2 RNA binding activity | Q9XUB2 | activity score (negative = inhibition of binding), % at 10 µM | 300,000 tested, 0.38% active | MEX-5/FITC-TCR2 RNA binding, fluorescence polarization; hits give low values;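 active = inhibition past about -25% in most replicates, and total fluorescence under double the plate's negative control median, limit read from the data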;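 also: 0% = DMSO and -100% = 5 µM competing unlabeled TCR2 RNA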
Bcl-xL primary = Bcl-xL (human) inhibition; Q07817; GST-Bcl-xL / FITC-Bim BH3 peptide fluorescence polarization; inhibition, % at 10.9 µM; 320,000 tested, 0.7% active; AID 2129;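 active = inhibition above the mean of all tested compounds plus 3 SD, cutoff set per campaign, cut at about 30% in these data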;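 also: 0% = DMSO wells and 100% = unlabeled Bim-BH3 peptide competitor; inhibitors lower millipolarization by displacing the labeled peptide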
Target sequence (Q07817 whole entry, looked up): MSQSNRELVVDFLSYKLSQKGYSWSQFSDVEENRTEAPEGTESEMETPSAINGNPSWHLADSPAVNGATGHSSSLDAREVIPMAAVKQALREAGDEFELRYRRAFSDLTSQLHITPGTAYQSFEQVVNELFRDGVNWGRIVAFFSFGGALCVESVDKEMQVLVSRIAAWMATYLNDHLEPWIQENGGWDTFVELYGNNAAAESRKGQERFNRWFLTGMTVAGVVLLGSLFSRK
GLD-1 RNA inh = GLD-1-TGE RNA interaction inhibition (C. elegans) | Q17339 | purified GLD-1 + fluorescein TGE RNA, fluorescence polarization | inhibition, % at 5.96 µM | 320,000 tested, 0.44% active | AID 2280;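 active = percent inhibition above a per-plate cutoff, the plate mean of test compounds plus 3 SD, cut at about 30% in these data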;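 also: 0% = DMSO wells with GLD-1 and probe and 100% = wells lacking GLD-1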
Target sequence (Q17339 whole entry, looked up): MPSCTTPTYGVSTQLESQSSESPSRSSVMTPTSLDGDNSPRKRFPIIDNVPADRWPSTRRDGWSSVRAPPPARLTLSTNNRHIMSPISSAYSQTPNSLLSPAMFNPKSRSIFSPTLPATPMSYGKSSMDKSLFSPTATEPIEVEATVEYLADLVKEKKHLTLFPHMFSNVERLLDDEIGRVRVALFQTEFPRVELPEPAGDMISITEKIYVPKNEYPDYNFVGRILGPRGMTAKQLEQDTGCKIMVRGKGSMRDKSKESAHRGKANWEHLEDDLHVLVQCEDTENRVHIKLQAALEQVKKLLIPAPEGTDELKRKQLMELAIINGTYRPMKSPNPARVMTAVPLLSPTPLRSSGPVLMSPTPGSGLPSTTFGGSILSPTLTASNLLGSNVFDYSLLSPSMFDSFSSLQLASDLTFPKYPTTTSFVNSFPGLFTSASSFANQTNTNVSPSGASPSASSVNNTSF
MCL1-BIM inh = disrupts human MCL1 binding to BIM-BH3 peptide. Q07820. GST-MCL1 / FITC-Bim-BH3 fluorescence polarization. inhibition, % at 10.9 µM. 320,000 tested, 0.68% active. AID 2057;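 active = inhibition above the mean inhibition of all tested compounds plus 3 SD, set per campaign, cut at about 40% in these data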;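 also: 0% = DMSO wells and 100% = unlabeled Bim-BH3 peptide control; higher means more loss of mP so more displacement of Bim peptide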
Yeast superoxide = caloric restriction mimetics inhibiting age-related superoxide in yeast; superoxide response (% of plate mean), % at 10 µM; S. cerevisiae aged cells, superoxide DHE fluorescence; hits give low values; AID 2690; 330,000 tested, 0.18% active;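 active = superoxide response under a set limit, about three screen SD below normal, cut at about 65% in these data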;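 also: yeast aged for seven days with compound at 30 °C before DHE staining; 100% = average MFI of all compound-treated wells on the plate with controls excluded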
GRK2 aptamer HTS = blocks RNA aptamer binding to human GRK2. inhibition of aptamer binding, % at 10 µM. 330,000 tested, 0.59% active. bead flow cytometry, FAM-aptamer displacement from GRK2;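 active = inhibition of aptamer binding above 40%, roughly 3 SD of noise, on plates passing a quality check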;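 also: median bead fluorescence of bound FAM aptamer so fluorescent compounds give negative values; no value below 0 was filed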
AGP1 TOR yeast = modulators of TOR pathway AGP1-GFP in S. cerevisiae | S. cerevisiae AGP1-GFP multiplex flow cytometry, 3 h; GFP as percent of DMSO wells | 320,000 tested, 0.02% active | GFP response vs DMSO, % at 10 µM;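 active = GFP response relative to DMSO above a set limit, near screen average plus 3 SD, cut at about 150% in these data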;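 also: median GFP channel fluorescence of the gated AGP1 strain per well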
CIT2-GFP yeast = yeast TOR pathway CIT2-GFP modulation; S. cerevisiae CIT2-GFP strain, flow cytometry, 3 h; 100 means same as DMSO wells; 320,000 tested, 0.065% active; GFP response vs DMSO, % at 10 µM;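 active = GFP response relative to DMSO above a set limit, near the screen mean plus 3 SD, cut at about 150% in these data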;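 also: ratio of well median GFP fluorescence to mean of DMSO wells on the plate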
VLA-4 inh = inhibition in a human VLA-4 binding assay; VLA-4 expressing cells, ligand binding flow cytometry; inhibition, % (about 7 µM as worked out from the volumes in the protocol); 330,000 tested, 0.2% active; AID 2557; in the data active = inhibition above about 50%
The depositor's hits bear a star; · = no result given.

Values run as follows: MEX-5 binding, Bcl-xL primary, GLD-1 RNA inh, MCL1-BIM inh, Yeast superoxide, GRK2 aptamer HTS, AGP1 TOR yeast, CIT2-GFP yeast, VLA-4 inh
1. CN(O)/C=C/C(=O)c1ccc(Br)cc1
 : -1.0, -3, 5, -11, 95, 3, 102, 97, -5
2. Cc1cccc(CCNC(=O)CNS(=O)(=O)c2ccc3nc(C)sc3c2)c1
 : ·, 2, 2, 2, 106, 3, 100, 99, 2
3. O=C(CNC(=O)c1ccco1)Nc1ccc(N2CCCCCC2)cc1
 : ·, 0, 5, 6, 99, 4, 105, 102, 7
4. COc1cccc(CNC(=O)c2cccc(NC(=O)C3=C(C)OCCS3)c2)c1
 : -1.5, 1, 1, -4, 106, 0, 102, 99, 2
5. COc1ccc(/C=N/NC(=O)C(Cc2c[nH]c3ccccc23)NC(=O)OCC(C)C)cc1[N+](=O)[O-] (centres undefined)
 : ·, -11, 1, -23, 98, 3, 93, 91, 2
6. COc1ccc(NC(=O)CN(C)CC(=O)Nc2sc3c(c2C#N)CCC3)cc1
 : ·, 3, 1, -1, 120, 3, 97, 95, 8
7. Clc1ccc(-c2cn3ccccc3n2)cc1
 : -0.5, 0, -4, 1, 100, 1, 96, 100, 4
8. CCOc1ccc(CCNC(=O)c2nn(C)c3c2CS(=O)(=O)c2ccccc2-3)cc1OCC
 : -0.2, 0, 1, 3, 99, 2, 101, 97, 1
9. CC1CCCN(C(=O)c2nn(C)c3c2CS(=O)(=O)c2ccccc2-3)C1 (centres undefined)
 : 0.1, 1, 3, 4, 111, 1, 97, 104, 31
10. Cc1occc1-c1nnc(SCC(=O)N2CCOCC2)o1
 : 3.3, 6, -2, 5, 102, 0, 96, 97, 0
11. CCOC(=O)N1CCN(C(=S)NC(=O)C23CC4CC(CC(C4)C2)C3)CC1
 : -2.7, 5, -2, -1, 101, 0, 104, 98, -13
12. COc1cccc(C2CC(c3ccc(C(C)C)cc3)n3nc(N)nc3N2)c1 (centres undefined)
 : 1.6, 11, -5, 1, 101, 0, 101, 98, -4
13. CCCC[C@@H](CNC)NC[C@H](Cc1ccc(O)cc1)NCCc1ccc(OCC)cc1
 : 2.9, -2, -7, 1, 106, 0, 87, 79, 10
14. CNC(=O)c1[nH]cnc1C(=O)Nc1ccc(OC)cc1
 : -3.7, 0, -3, -6, 98, 2, 96, 95, 19
15. COc1ccc(NC(=O)c2cccc3ccccc23)cc1
 : 0.7, -1, 6, -1, 115, 0, 97, 89, 22
16. CCOC(=O)C1=C(C)N=C(SC)N(C)C1c1ccccc1 (centres undefined)
 : 0.5, -2, -1, 0, 105, 3, 106, 116, ·
17. NC(=O)CC1C(=O)N(c2ccccc2)C(=S)N1NC(=O)c1ccc(Br)cc1 (centres undefined)
 : 0.0, 2, 2, 5, 96, 10, 101, 101, 1
18. O=c1c(-c2ccc(O)cc2)coc2cc(O)cc(O)c12
 : 0.9, 2, 1, 3, 97, 0, 97, 92, -215
19. Nc1nc(NCCO)nc(NCc2ccccc2)c1[N+](=O)[O-]
 : 0.4, 1, 3, -9, 87, 97*, 99, 104, 13
20. CCOc1ccc(C2CC(=O)c3c([nH]c(C(=O)OC)c3C)C2)cc1OC (centres undefined)
 : -1.5, 0, 4, -5, 98, 2, 105, 108, -8
21. O=c1oc2c(-c3ccc([N+](=O)[O-])cc3)cc(O)cc2s1
 : 1.2, 23, 2, 28, 92, 0, 102, 80, -11
22. Cc1cc(SCC(=O)NC(=O)NCc2ccco2)nc2ccccc12
 : 0.4, 6, 7, 8, 97, 0, 100, 95, -6
23. Oc1c(CN2CCCCC2)cc(Br)c2cccnc12
 : 0.9, 28, 29, 38, 77, 0, 107, 112, -11
24. Cc1cc(NC(=O)CSc2cn(CCNC(=O)c3ccc(Cl)cc3)c3ccccc23)no1
 : 1.2, 2, 6, 1, 106, 2, 100, 95, 1
25. COc1ccccc1C(=O)Nc1ccc(S(=O)(=O)N2CCCCC2c2cccnc2)cc1 (centres undefined)
 : -1.7, -1, 0, -2, 102, 2, 109, 99, 14
26. c1ccc2cc(OCCCn3ccnc3)ccc2c1
 : -0.9, 3, -1, -2, 96, 0, 97, 97, 12
27. COC(=O)CN1C(=O)[C@H]2[C@@H](/C=C/c3ccccc3)N3C(=O)CN(Cc4ccccc4)C(=O)[C@@]3(C)[C@H]2C1=O
 : 1.5, 6, 2, -2, 99, 1, 88, 109, 29
28. Cc1nn(-c2ccccc2)c(C)c1C(=O)NCCc1ccc(Cl)cc1
 : 1.3, 8, 3, 1, 105, 0, 97, 98, 1
29. CCN(CC)CC(=O)Nc1ccc2c(c1)N(C(=O)CN(CC)CC)c1ccccc1CC2
 : 3.9, -2, 11, 3, 92, 0, 104, 102, -8
30. COc1ccc(C2/C(=C(\O)c3ccc4c(c3)OCCO4)C(=O)C(=O)N2Cc2cccnc2)cc1 (centres undefined)
 : -0.5, 4, 7, -3, 96, 0, 101, 101, 11

Copied from above: entries 21–30
Values run as follows: MEX-5 binding, Bcl-xL primary, GLD-1 RNA inh, MCL1-BIM inh, Yeast superoxide, GRK2 aptamer HTS, AGP1 TOR yeast, CIT2-GFP yeast, VLA-4 inh
21. O=c1oc2c(-c3ccc([N+](=O)[O-])cc3)cc(O)cc2s1
 : 1.2, 23, 2, 28, 92, 0, 102, 80, -11
22. Cc1cc(SCC(=O)NC(=O)NCc2ccco2)nc2ccccc12
 : 0.4, 6, 7, 8, 97, 0, 100, 95, -6
23. Oc1c(CN2CCCCC2)cc(Br)c2cccnc12
 : 0.9, 28, 29, 38, 77, 0, 107, 112, -11
24. Cc1cc(NC(=O)CSc2cn(CCNC(=O)c3ccc(Cl)cc3)c3ccccc23)no1
 : 1.2, 2, 6, 1, 106, 2, 100, 95, 1
25. COc1ccccc1C(=O)Nc1ccc(S(=O)(=O)N2CCCCC2c2cccnc2)cc1 (centres undefined)
 : -1.7, -1, 0, -2, 102, 2, 109, 99, 14
26. c1ccc2cc(OCCCn3ccnc3)ccc2c1
 : -0.9, 3, -1, -2, 96, 0, 97, 97, 12
27. COC(=O)CN1C(=O)[C@H]2[C@@H](/C=C/c3ccccc3)N3C(=O)CN(Cc4ccccc4)C(=O)[C@@]3(C)[C@H]2C1=O
 : 1.5, 6, 2, -2, 99, 1, 88, 109, 29
28. Cc1nn(-c2ccccc2)c(C)c1C(=O)NCCc1ccc(Cl)cc1
 : 1.3, 8, 3, 1, 105, 0, 97, 98, 1
29. CCN(CC)CC(=O)Nc1ccc2c(c1)N(C(=O)CN(CC)CC)c1ccccc1CC2
 : 3.9, -2, 11, 3, 92, 0, 104, 102, -8
30. COc1ccc(C2/C(=C(\O)c3ccc4c(c3)OCCO4)C(=O)C(=O)N2Cc2cccnc2)cc1 (centres undefined)
 : -0.5, 4, 7, -3, 96, 0, 101, 101, 11

(more compounds)
Values run as follows: MEX-5 binding, Bcl-xL primary, GLD-1 RNA inh, MCL1-BIM inh, Yeast superoxide, GRK2 aptamer HTS, AGP1 TOR yeast, CIT2-GFP yeast, VLA-4 inh
31. c1ccc2c(c1)[nH]c1c(N3CCN(C4CCCCC4)CC3)ncnc12
 : 2.6, 5, 3, -2, 104, 1, 91, 93, 2
32. CN(C(=O)/C=C/c1ccc(F)cc1)C1CCCCC1
 : -0.5, 1, 0, 4, 105, 0, 98, 89, -2
33. Cc1ccc(S(=O)(=O)NCCC(=O)NNC(=O)COc2ccc(Br)cc2)cc1C
 : ·, 2, -3, -6, 94, 0, 97, 90, 7
34. CC(O)CN=c1cc(-c2ccccc2)oc2ccc(Cl)cc12 (centres undefined)
 : 1.0, -2, 0, -3, 103, 2, 98, 117, 8
35. CCC(CC)c1nnc(NC(=O)COc2ccc3c(c2)OCO3)s1
 : 1.8, 0, -1, 3, 119, 0, 102, 97, 9
36. CC(C)c1ccc(NC2CCCN(C(=O)c3ccnn3C)C2)cc1 (centres undefined)
 : 1.2, 6, 1, 4, 95, 2, 107, 101, 6
37. COCCCNC(=S)Nc1ccccc1[N+](=O)[O-]
 : 1.7, 10, 11, 7, 100, 3, 95, 95, 0
38. COc1ccc(OC(C)C(=O)NC(C)c2ccccc2)cc1 (centres undefined)
 : -0.1, -3, 3, 1, 96, 2, 104, 99, 3
39. CC(C)CC(C(=O)N1CCOCC1)N1Cc2ccccc2C1=O (centres undefined)
 : -1.2, 3, 0, -1, 106, 0, 93, 97, 10
40. O=C(COC(=O)c1ccc(O)cc1)Nc1cccc(S(=O)(=O)NC2=NCCC2)c1
 : ·, 1, 5, -4, 92, 1, 97, 91, 6
41. CN(C)c1cccc(C(=O)OCC(=O)Nc2ccccc2Sc2ccccc2)c1
 : 1.3, -6, -10, -3, 84, 1, 95, 98, -2
42. O=C(Nc1ccc(NS(=O)(=O)c2ccccc2)cc1)c1ccc(Cl)cc1
 : -2.9, 0, -1, -4, 85, 3, 87, 84, 7
43. COc1cc(C(C(=O)NC2CCCC2)N(C(=O)c2snc(C(N)=O)c2N)C2CCCC2)cc(OC)c1OC (centres undefined)
 : -0.2, 3, -3, 4, 99, 0, 96, 103, 1
44. CSc1nsc(NC(=O)OCc2ccc(Cl)cc2)n1
 : -3.2, 10, -5, 7, 121, 1, 86, 104, 17
45. Cc1noc(C)c1CSc1ccccc1C(=O)O
 : 0.3, -1, -1, 3, 113, 0, 101, 104, -1
46. COc1cc(NC(=O)CN2CCC(C(N)=O)(N3CCCCC3)CC2)c(OC)cc1Cl
 : -2.6, 2, -6, 2, 85, 1, 109, 96, 0
47. O=c1cc(-c2ccccc2)oc2cc(OCc3ccccc3)cc(O)c12
 : 2.9, 0, 3, -4, 107, 2, 98, 91, 1
48. COc1ccc(CNC(=O)CCCn2nc(C)c3c(C)n(-c4ccccc4)nc3c2=O)cc1
 : -0.9, 2, 6, 1, 105, 0, 97, 99, 10
49. CSc1nc2ncc(C#N)cn2n1
 : -0.8, 0, 3, -4, 86, 2, 90, 93, 13
50. CCOC(=O)NC(=O)/C(C#N)=N\Nc1ccc(Cl)cc1
 : 1.6, 9, 2, -7, 107, 0, 112, 102, 12
51. O=C(Cc1ccc(Cl)cc1)NNC(=O)c1ccco1
 : 0.4, 4, 11, 8, 94, 3, 97, 98, -3
52. NC(=S)Nc1cccc(F)c1
 : 1.3, 3, 0, 6, 95, 1, 97, 87, -16
53. C#CC1CN(Cc2ccccc2)CC(C#C)N1C (centres undefined)
 : -1.1, 6, 5, 8, 98, 2, 105, 99, 62*
54. CC(C(=O)N1CCN(Cc2ccc3c(c2)OCO3)CC1)c1ccc([N+](=O)[O-])cc1 (centres undefined)
 : -0.1, -1, 5, 1, 86, 5, 104, 106, 7

High-throughput results as filed in PubChem.

Random draw from the library; about 2.1% have a hit in one of these screens.
